# Screening data as filed in PubChem.
# PfGluPho inh – PfG6PD (Plasmodium falciparum) enzyme inhibition | PfGluPho enzyme, NADPH resazurin-diaphorase fluorescence | inhibition, % at 20 µM | 0.78% of 350,000 active | AID 504690;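 active = inhibition reaching at least a set limit at 20 µM in the primary screen, cut at about 59% in these data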;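 note: 0% = DMSO wells with substrate and 100% = DMSO wells lacking glucose-6-phosphate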
# hIAP inh – human IAP inhibition. P09923. purified IAP, CDP-Star luminescence, 30 min. inhibition, % at 10 µM. 0.12% of 330,000 active;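 active = inhibition reaching a set limit with compound at 10 µM in the primary screen, cut at about 35% in these data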;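 note: plate controls were DMSO wells with enzyme for no effect and no-enzyme buffer wells for full effect; values of inactives mirror those of a sister screen read the other way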
# APOBEC3A inh – human APOBEC3A DNA deaminase inhibition. P31941. recombinant A3A, FAM/TAMRA ssDNA deamination fluorescence. inhibition, % at 20 µM. 0.41% of 330,000 active. AID 493011;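 active = at least 40% inhibition at 20 µM here, with at most 30% in a related deaminase screen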;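 note: plate controls were A3A with DMSO for no effect and wells lacking A3A enzyme for full effect; some results filed as inactive read as strong as hits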
# Target sequence (P31941 whole entry, looked up): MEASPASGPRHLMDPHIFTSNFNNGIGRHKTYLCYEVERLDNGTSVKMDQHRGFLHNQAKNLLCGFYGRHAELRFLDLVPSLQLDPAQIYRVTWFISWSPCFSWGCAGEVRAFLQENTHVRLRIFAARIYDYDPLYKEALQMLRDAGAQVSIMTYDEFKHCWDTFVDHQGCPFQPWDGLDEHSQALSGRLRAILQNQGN
# ATG4B inh – inhibitors of human ATG4B cysteine protease; Q9Y4P1; ATG4B cleavage of LC3-PLA2, NBD-HPC fluorescence, 1 h; inhibition, % at 8.33 µM; 0.51% of 340,000 active; AID 504462; in the data active = inhibition above about 40%
# Target sequence (Q9Y4P1 whole entry, looked up): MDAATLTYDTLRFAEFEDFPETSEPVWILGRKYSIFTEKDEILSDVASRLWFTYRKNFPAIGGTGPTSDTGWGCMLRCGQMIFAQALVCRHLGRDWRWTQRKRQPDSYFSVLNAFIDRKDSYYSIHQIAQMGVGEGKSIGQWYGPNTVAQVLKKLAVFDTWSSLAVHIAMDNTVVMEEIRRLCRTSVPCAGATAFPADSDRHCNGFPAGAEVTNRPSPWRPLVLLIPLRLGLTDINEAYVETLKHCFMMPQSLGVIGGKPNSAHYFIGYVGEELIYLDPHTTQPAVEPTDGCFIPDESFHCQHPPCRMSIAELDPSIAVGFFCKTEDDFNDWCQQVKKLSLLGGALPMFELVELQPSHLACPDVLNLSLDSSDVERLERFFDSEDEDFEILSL
# mIAP act – increases mouse intestinal alkaline phosphatase activity; 0.24% of 330,000 active; muIAP, CDP-Star luminescence, 30 min; active compounds read high; 1 = vehicle-only enzyme signal, 0 = enzyme-free wells; activation factor at 10 µM;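 active = activation factor of at least 2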; note: the source names both 10 and 20 µM as test concentration; values of inactives mirror those of a sister screen read the other way
#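 Assay system: mouse IAP enzyme; Reagent: CDP-Star chemiluminescent phosphatase substrate; Compound: DMSO-dissolved test compounds; Incubation: 30 min, room temperature; Technique: luminescence from enzymatic CDP-Star hydrolysis; Controls: DMSO-only wells and no-enzyme negative control.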
# mIAP block – blocks mouse intestinal alkaline phosphatase | 0.2% of 330,000 active | purified mouse IAP, CDP-Star luminescence, 30 min | inhibition, % at 10 µM;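 active = inhibition of at least 40% at 10 µM in the primary screen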;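 note: plate controls were DMSO with enzyme for no effect and no enzyme wells for full effect; values of inactives mirror those of a sister screen read the other way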
# hIAP activ – increases human intestinal alkaline phosphatase activity; P09923; 0.16% of 330,000 active; activation factor at 10 µM; purified human IAP, CDP-Star luminescence, 30 min; active compounds read high; 1 = vehicle-only enzyme, 0 = enzyme-free background;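 active = activation factor of the enzyme at least 2-fold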; note: the source names both 10 and 20 µM as test concentration; values of inactives mirror those of a sister screen read the other way
# HKDC1 inh – HKDC1 (human) hexokinase inhibition; inhibition, % at 20 µM; Q2TB90; recombinant HKDC1, G6PDH/diaphorase resazurin coupled fluorescence; AID 493160; 0.16% of 340,000 active;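 active = inhibition above about 35% when tested at 20 µM, limit read from the data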;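 note: plate controls were DMSO wells with enzyme for no effect and DMSO wells lacking enzyme for full effect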
#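 Test system: Recombinant HKDC1 (HK5) hexokinase enzyme, produced in-house | Input: HKDC1 at 5 µg/mL | Buffer or medium: Tris pH 8.0 buffer with MgCl2, Tween-20, BSA, BME | Schedule: 90 min reaction incubation at room temperature, dark | Technique: Resazurin-to-resorufin fluorescence via G6PDH and diaphorase coupling, 525/613 nm | Controls: DMSO wells with and without enzyme mix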
# * = called active by the depositor; · = not tested or not shown.
Structure	PfGluPho inh	hIAP inh	APOBEC3A inh	ATG4B inh	mIAP act	mIAP block	hIAP activ	HKDC1 inh
CN(C)Cc1cc(C(C)(C)C)cc(C(C)(C)C)c1O	-14	-3	-3	1	0.98	2	1	-3
CCC(=O)Nn1c(C2CCC2)nc2ccccc2c1=O	-2	4	-1	0	1	-3	0.96	-3
CC(C)N(Cc1nc(-c2ccc(Cl)cc2)no1)C(=O)/C=C/c1ccccc1	-1	14	14	18	0.85	15	0.86	0
Cc1cc(/C=N/NC(=O)c2cccc(F)c2)c(C)n1-c1ccccc1	9	11	5	-2	0.98	2	0.89	-12
CC(=O)Nc1ccc(NC(=O)C2CCCN2S(=O)(=O)c2cccc3nsnc23)cc1 (stereo not given)	3	0	5	-1	0.93	7	1	-9
COc1cc(Cl)c(C)cc1NC(=O)CSCC#N	0	13	-2	-1	1.1	-10	0.87	11
COCCCNC(=S)N1CCC(NC(=O)c2ccco2)CC1	3	3	11	-2	0.97	3	0.97	-1
Cc1ccc(S(=O)(=O)NCCSc2ccccc2)cc1[N+](=O)[O-]	12	13	0	-7	0.9	10	0.87	-3
COc1ccc(Cl)cc1N1C(=O)[C@@H]2C(c3cccc(OC)c3OC)=NO[C@@H]2C1=O	-18	15	-3	-13	1.1	-8	0.85	-3
O=C(Nc1ccccc1)c1cc2ccc3ccccc3c2s1	6	-4	-1	-8	1	-1	1	-1
CCN(CC)CCn1c(SCC(=O)Nc2ccc(F)cc2)nc2c(sc3ccccc32)c1=O	·	-5	-2	·	0.79	21	1	·
Cc1cccc(N(C(=O)c2snc(C(N)=O)c2N)C(C(=O)NCC2CCCO2)c2ccc3ncccc3c2)c1 (stereo not given)	-6	4	-4	7	1	-3	0.96	2
CCN1C(=O)[C@H]2[C@@H](c3ccc(Cl)cc3)N3C(=O)CN(CC4CC4)C(=O)[C@@]3(Cc3ccccc3)[C@H]2C1=O	-14	16	-3	11	0.98	2	0.84	-6
FC(F)(F)c1nnc(-c2ccccc2)nc1Sc1ccc(Cl)cc1	7	0	-2	-2	0.88	12	1	5
COc1ccc(-n2c(=O)[nH]cc(C(=O)Nc3ccc4c(c3)OCCO4)c2=O)cc1	-4	7	-1	-12	0.92	8	0.93	1
CCOc1ccc(-n2cc(C(=O)N3CCC(C)CC3)c3cc(OC)c(OC)cc3c2=O)cc1	-8	1	13	-2	0.95	5	0.99	0
O=C(NCc1ccco1)c1ccc(CNc2c(N3CCCCC3)c(=O)c2=O)cc1	12	0	0	-7	1	-2	1	-4
CCc1nc(NC(=O)Cc2csc(C)n2)sc1C(=O)OC	-4	-7	-4	0	0.84	16	1.1	-6
COc1ccccc1NC(=O)CCNC(=O)c1ccc(C)cc1	-13	-10	2	-1	0.98	2	1.1	2
CC(=O)c1c(C)[nH]c(C(=O)OCc2cc(-c3ccco3)on2)c1C	1	-19	19	-1	0.95	5	1.2	-4
CCCCC(=O)NC(=S)NNC(=O)c1ccc(OC)cc1	0	-78	-2	-7	1	0	1.8	0
Cc1ccc(-c2csc(NC(=O)Cc3cccs3)n2)cc1C	-18	2	0	-7	1.1	-8	0.98	-9
CCOC(=O)C1CCN(C(=O)c2cc3cc4ccc(OC)cc4nc3o2)CC1	5	-18	-5	-10	0.9	10	1.2	-3
O=c1c2ccccc2n(Cc2ccc(F)cc2)c(=O)n1C1CCCC1	4	6	2	17	1	0	0.94	-1
COC(=O)c1sccc1NC(=O)COc1cccc(C)c1	12	-4	7	-14	1	-2	1	-2

# (cont.)
Structure	PfGluPho inh	hIAP inh	APOBEC3A inh	ATG4B inh	mIAP act	mIAP block	hIAP activ	HKDC1 inh
CCN(CC)S(=O)(=O)c1cc(C(=O)OCC(=O)Nc2cccc(S(=O)(=O)N(C)C)c2)ccc1F	-11	-1	0	-9	1	0	1	0
C[C@@H]1CN(Cc2nc(-c3ccc(Cl)cc3)no2)C[C@H](C)O1	-20	16	5	2	0.98	2	0.84	-5
c1ccc(-c2nc3ccccn3c2NC2CCCC2)nc1	6	2	0	1	0.96	4	0.98	-2
Cc1cc(C(=O)Nc2cc(S(C)(=O)=O)ccc2Cl)no1	-3	20	-2	-9	0.99	1	0.8	-6
Cc1cccc(C(=O)Nc2ccc3c(c2)nc(C)n3C)c1	6	4	0	0	1	0	0.96	-7
S=c1nc2c(n[nH]1)c1ccccc1n2CCc1ccccc1	48	-11	-4	2	0.9	10	1.1	13
COc1ccc(NS(=O)(=O)c2cccc(C(=O)NCc3ccccc3CN3CCCC3)c2)cc1	-18	18	0	-3	1	0	0.81	-2
O=C(COc1ccc(N2CC(C(=O)O)CC2=O)cc1)Nc1cccc(C(F)(F)F)c1 (stereo not given)	-6	-4	0	0	0.91	9	1	-2
N/C(=N\OC(=O)c1ccc(Cl)c(Cl)c1)c1cccc(CSc2ccccn2)c1	4	-8	-1	-10	0.92	8	1.1	4
O=C1NC2(CCCCCC2)C(=O)N1Cc1ccc(F)cc1Cl	-2	-6	2	14	0.96	4	1.1	-3
CCOC(=O)Cc1cnc(NC(=O)CSc2nc(C)c(CC)c(=O)[nH]2)s1	-16	2	1	-9	0.99	1	0.98	-7
O=C(/C=C/c1ccc(O)cc1)OCc1occc(=O)c1O[C@@H]1OC(CO)[C@@H](O)[C@H](O)[C@@H]1O (stereo not given in full)	1	-5	-1	-6	0.99	1	1.1	-3
CCCCNC(=O)O[C@@H]1C[C@@H]2CCN3C(=O)CCC[C@H]([C@H]1CC)[C@H]23	10	-10	-5	2	0.97	3	1.1	-3
Fc1ccc(/C=N/Nc2nccnc2Cl)cc1	0	-11	-1	-1	0.9	10	1.1	-4
COc1ccccc1C1CCN(C(=S)Nc2ccc(Br)cc2)CC1	20	6	-1	3	1.1	-8	0.94	1
COC(=O)c1sccc1Oc1ccc(Cl)cc1N1C(=O)CCC1=O	3	8	-1	-10	1	-2	0.92	0
Cc1ccc(C(=O)NCC(=O)OCC(=O)c2ccc(Br)s2)cc1	4	-8	4	4	0.93	7	1.1	-3
COc1ccc(C(=O)OCC(=O)NCc2ccc3c(c2)OCO3)cc1S(=O)(=O)N1CCOCC1	-13	21	3	-3	0.98	2	0.79	-4
Cc1ccc(CNC(=O)CCCCCNc2nc(=S)[nH]c3ccccc23)cc1	·	-16	-2	·	0.92	8	1.2	·
CC1(C)CC(=O)C2=C(C1)N(Cc1cccnc1)C(=O)C2(NC(=O)c1ccc(F)cc1)C(F)(F)F (stereo not given)	-4	11	3	-5	0.99	1	0.89	-2
COCOc1cc(O)c2c(=O)c(OCOC)c(-c3ccc(OCOC)c(OCOC)c3)oc2c1	-30	-16	10	1	0.64	36	1.2	0
COc1cccc(C2c3[nH]c4ccccc4c3C[C@H]3C(=O)N(C)CC(=O)N23)c1 (stereo not given in full)	4	-12	-4	-11	1	-2	1.1	-2
O=C(N/N=C/c1ccco1)C1CC1c1ccccc1 (stereo not given)	-13	6	7	5	0.92	8	0.94	-4
COc1ccc(C(=O)Nc2ccc(OC)c(OC)c2)cc1	15	15	-9	-4	0.99	1	0.85	-8
Cc1ccccc1C(=O)OC(C)CN1CCOCC1 (stereo not given)	-6	13	-6	-14	1	0	0.87	-5

# Other entries
Structure	PfGluPho inh	hIAP inh	APOBEC3A inh	ATG4B inh	mIAP act	mIAP block	hIAP activ	HKDC1 inh
CC(C)OCCCNc1nc2c(-c3ccccc3)nnn2c2ccccc12	·	0	-1	·	1.3	-30	1	·
Cc1ncsc1CCOC(=O)c1ccccc1	-6	11	-2	-2	0.96	4	0.89	-9
C[C@@H]1CN([C@@H](C)CO)C(=O)c2cc(NS(=O)(=O)c3ccc(Cl)cc3)ccc2O[C@H]1CN(C)Cc1ccncc1	10	4	0	-19	1	-4	0.96	-1
Cc1ccc2nc(NCCNC(=O)c3ccccc3)c(C#N)cc2c1	16	0	-1	-1	1	-2	1	-3
O=C(COC(=O)c1ccccc1Br)Nc1ccc2[nH]c(=O)[nH]c2c1	7	4	-3	-9	0.95	5	0.96	2
COc1ccc(C(=O)Nc2ccncc2)cc1[N+](=O)[O-]	4	5	-2	9	0.98	2	0.95	4
O=C(NNc1nc2ccccc2s1)Nc1ccc(Cl)c(Cl)c1	50	-19	0	-2	1	-4	1.2	-9
CCOc1ccc2nc(C(C)O)[nH]c2c1 (stereo not given)	-8	3	4	17	1	-4	0.97	-2
O=[N+]([O-])c1ccc(-[n+]2nc(-c3ccccc3)nn2-c2ccccc2)cc1	22	5	0	-2	1	0	0.95	3
NS(=O)(=O)c1ccc(CCNc2nc(C(F)(F)F)nc3ccccc23)cc1	12	3	-2	-2	1	-3	0.97	-1
CCOc1ccccc1NC(=O)[C@@H](NC(=O)c1cccc(S(=O)(=O)N2CCOCC2)c1)C(C)C	1	4	1	-3	1	-4	0.96	-2
COc1nc(NCc2ccco2)nc(N2CCC(C)CC2)n1	-3	6	-1	-2	0.94	6	0.94	-1
Cc1cc(C)c(NC(=O)CNC(=O)CN2C(=O)NC3(CCCc4ccccc43)C2=O)c(C)c1 (stereo not given)	12	-9	1	1	1	-3	1.1	-2
CCOC(=O)N1CCN(C(=O)Nc2ccccc2)CC1	3	-2	-3	-4	0.97	2	1	3
O=C(CCc1ccccc1)N/N=C/c1cccc(O)c1	4	7	4	0	1	-2	0.93	2
COc1ccccc1CNC(=O)c1ccc(NC2=NC3CS(=O)(=O)CC3S2)cc1 (stereo not given)	-3	18	-4	1	0.91	9	0.82	2
COc1cccc(/C=N/NC(=O)C(=O)Nc2ccccc2OC(F)(F)C(F)F)c1	-7	-44	4	-2	0.96	4	1.4	-11
COc1ccc(C(=O)NNC(=O)C(=O)Nc2ccc(C)cc2)cc1	-19	-36	-4	13	0.83	17	1.4	-2
C=CCn1c(SCC(=O)Nc2ccccc2CC)nnc1-c1ccncc1	-3	16	15	1	0.9	10	0.84	-2
CC(C)CNC(=O)c1cc2nc3c(c(C(F)(F)F)n2n1)CCc1ccccc1-3	-17	-4	-3	6	0.89	11	1	1
Cc1ccc(S(=O)(=O)Nc2nc3ccccc3nc2NCC2CCCO2)cc1C (stereo not given)	-33	2	4	0	0.9	10	0.98	-5
C=CCNC(=O)CC(=O)N/N=C/c1cccc(C)c1	-6	-5	1	-7	1	-1	1	0
CCN(CC)C(=O)CSc1nnc2nnc3cc(Cl)ccc3n12	17	-3	3	-1	1	-4	1	0
CCOc1ccc(C(O)(CCC(C)C)C(CN2CCOCC2)c2ccccc2)cc1 (stereo not given)	30	5	-3	-6	0.91	9	0.95	1
CCc1ccc(NC(=O)N2CCC(c3ccccc3)C2)cc1 (stereo not given)	16	-22	-2	0	1.1	-12	1.2	2
CCNc1nc(NCC)n2c(SCC(=O)Nc3cc(Cl)ccc3OC)nnc2n1	8	8	3	-4	0.91	9	0.92	1
CCC(C)(C)NC(=O)CN(Cc1cccs1)C(=O)CNS(=O)(=O)c1ccc(F)cc1	-20	4	-1	-2	1	0	0.96	4
Cc1ccccc1CN(C)CC(=O)Nc1ccccc1Oc1ccccc1	-4	5	-2	18	0.99	0	0.95	0

# Rows were taken by chance, and some 2.4% of all compounds hit somewhere here.
